# High-throughput results as filed in PubChem.
# NPY-Y1 antag: antagonists of human neuropeptide Y receptor Y1; inhibition, % at 3.6 µM; 200,000 tested, 1% active; HEK293-CNG Y1 cells, membrane potential fluorescence; NPY at EC95, then isoproterenol; P25929; AID 1040;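 active = inhibition above the campaign mean inhibition of all tested compounds plus 3 SD, cut at about 20% in these data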;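 also: 0% = DMSO wells given NPY plus isoproterenol and 100% = isoproterenol alone without NPY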
#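 Material: Y1- and CNG-channel-expressing HEK293 cells / Probe or stimulus: NPY 25 nM then isoproterenol 1 µM plus Ro 20-1724 25 µM / Doses: 3.6 µM single dose, DMSO 0.4% / Schedule: compound incubation 1 h at room temperature, readout 45 min post-stimulation / Signal: membrane potential fluorescence / Benchmarks: isoproterenol-only wells as full block versus NPY-plus-isoproterenol wells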
# MDM2 E3 inh: inhibitors of human Mdm2 E3 ubiquitin ligase | cell-based MDM2 ubiquitination luciferase reporter, 2 h; 0 = plate control, 100 = twice control, blank-subtracted | signal enhancement, % at 5 µM | 210,000 tested, 0.11% active | AID 1230;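 active = signal enhancement of 30% or more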;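 also: luminescence tracks abundance of the self-degrading MDM2-luciferase fusion protein; higher signal means inhibition of MDM2 E3 ligase activity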
#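 Assay system: stable mammalian line carrying autodegrading MDM2–luciferase fusion reporter; Input: 2000 cells in each well; Compound dosing: single-point 5 µM; Schedule: 2 h compound exposure at 37 °C; Signal: SteadyLite luciferase luminescence after 15 min room-temperature reagent incubation; Evaluation: % luminescence enhancement versus blank-corrected plate control mean; Benchmarks: plate controls and plate blanks.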
# Hck Nef HTS: blocks Nef-activated human Hck kinase. P08631. Recombinant Hck-YEEI plus Nef, Z-Lyte FRET kinase assay. inhibition, % at 20 µM. 220,000 tested, 0.68% active. AID 463187;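 active = Hck-Nef kinase inhibition above about 50%, limit read from the data; inactive = inhibition below that limit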;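 also: 0% = DMSO with Hck plus Nef and 100% = Hck alone without Nef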
# NPY2 pot ag: potentiates or activates human NPY-Y2 receptor; cells expressing NPY-Y2, potentiator/agonist read-out; activation, % at 3.6 µM; 220,000 tested, 0.45% active; in the data active = activation above about 27%;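 also: cells stimulated with NPY near EC25 plus isoproterenol at EC100; 0% = vehicle plus submaximal agonist and 100% = vehicle plus saturating agonist; some results beyond the cut were filed as inactive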
# Target sequence (P49146 whole entry, looked up): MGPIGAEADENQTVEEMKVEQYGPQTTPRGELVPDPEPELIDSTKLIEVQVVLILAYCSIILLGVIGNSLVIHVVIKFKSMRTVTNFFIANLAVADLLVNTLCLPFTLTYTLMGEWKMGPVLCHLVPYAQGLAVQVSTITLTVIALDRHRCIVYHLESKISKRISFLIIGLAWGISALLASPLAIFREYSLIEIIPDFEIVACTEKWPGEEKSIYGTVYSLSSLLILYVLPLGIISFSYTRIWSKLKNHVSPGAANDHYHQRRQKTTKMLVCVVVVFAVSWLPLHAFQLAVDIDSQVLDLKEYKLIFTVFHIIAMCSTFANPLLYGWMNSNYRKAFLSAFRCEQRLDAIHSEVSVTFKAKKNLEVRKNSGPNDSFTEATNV
# RBBP9 inh: human RBBP9 hydrolase inhibition; O75884; recombinant RBBP9, FP-Rh probe fluorescence polarization; inhibition, % at 7.94 µM; 220,000 tested, 0.2% active; AID 1515;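 active = inhibition above the campaign mean of all tested compounds plus 3 SD, cut at about 14% in these data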;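 also: plate controls were DMSO wells with RBBP9 for no effect and wells lacking RBBP9 protein for full effect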
#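 System: RBBP9 protein / Quantity: 2.5 µM RBBP9 dispensing solution, before mixing / Also added: Serine-hydrolase probe FP-Rh, 375 nM pre-mixing / Dosing: 7.94 µM single dose, 0.794% DMSO / Timing: enzyme-compound preincubation 30 min, then probe labeling 45 min, 25 °C / Signal: FP readout at 525/598 nm / Controls: DMSO-treated enzyme wells and wells lacking RBBP9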
# Runt-SMMHC FRET: inhibitors of human RUNX1 Runt domain binding to CBFb-SMMHC. Cerulean-Runt/Venus-CBFb-SMMHC FRET ratio 530/480, 1 h. 220,000 tested, 0.74% active. inhibition, % at 20 µM. AID 1434;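 active = mean inhibition across duplicate retests at 20 µM reaching about 50%, limit read from the data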;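 also: 0% = DMSO wells and 100% = wells with excess untagged CBFb-SMMHC; inhibitors lower the FRET ratio by blocking Runt binding to CBFb-SMMHC; some results filed as inactive read as strong as hits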
# Target sequence (Q01196 whole entry, looked up, the tested form may be a part): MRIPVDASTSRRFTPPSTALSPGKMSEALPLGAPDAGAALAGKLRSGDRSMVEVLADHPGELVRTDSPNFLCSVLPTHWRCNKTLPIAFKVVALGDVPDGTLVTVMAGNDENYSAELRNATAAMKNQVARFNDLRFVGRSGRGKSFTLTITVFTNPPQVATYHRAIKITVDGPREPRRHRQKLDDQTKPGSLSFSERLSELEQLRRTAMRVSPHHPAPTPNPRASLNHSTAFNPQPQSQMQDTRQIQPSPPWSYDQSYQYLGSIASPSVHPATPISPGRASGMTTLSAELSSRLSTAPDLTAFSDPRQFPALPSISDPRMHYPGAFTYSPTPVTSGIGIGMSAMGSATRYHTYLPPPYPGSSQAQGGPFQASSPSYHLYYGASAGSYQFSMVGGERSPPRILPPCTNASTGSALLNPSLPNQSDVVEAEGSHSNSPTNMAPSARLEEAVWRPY
# Target sequence (Q13951 whole entry, looked up, the tested form may be a part): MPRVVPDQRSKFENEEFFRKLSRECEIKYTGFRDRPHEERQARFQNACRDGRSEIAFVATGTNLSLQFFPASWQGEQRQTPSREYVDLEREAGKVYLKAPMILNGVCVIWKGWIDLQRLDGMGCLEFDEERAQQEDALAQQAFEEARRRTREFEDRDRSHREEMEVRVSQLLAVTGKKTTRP
# NPY-Y1 PAM-ag: potentiates or activates human NPY-Y1 receptor; activation, % at 3.6 µM; P25929; 220,000 tested, 0.37% active; NPY-Y1 expressing cells, potentiator/agonist activation; in the data active = activation above about 33%, passing the limit was not always enough;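 also: cells stimulated with NPY at EC10 then isoproterenol at EC100; 0% = low agonist plus stimulus and 100% = saturating agonist plus stimulus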
# p97 ATPase inh: inhibitors of human p97 ATPase | P55072 | 220,000 tested, 0.42% active | recombinant p97 ATPase, Kinase-Glo ATP luminescence, 3 h | AID 1481 | inhibition, % at 8 µM; in the data active = inhibition above about 15%;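 also: 0% = DMSO vehicle and 100% = wells lacking enzyme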
# Runt-CBFb FRET: blocks binding of human RUNX1 Runt domain to CBFb | Cerulean-Runt/Venus-CBFb FRET ratio 530/480, 1 h | inhibition, % at 20 µM | 220,000 tested, 0.46% active;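 active = inhibition over about 50% at 20 µM in the single-dose screen, limit read from the data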;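 also: 0% = DMSO wells and 100% = excess unlabeled CBFb competitor control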
#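 Measured by: fluorescence energy transfer, 422 nm excitation, 530/480 nm emission; test system: Cerulean-tagged RUNX1 Runt domain (FRET donor) fusion protein; buffer or medium: Tris pH 7.5 buffer with BSA; compound: one dose, 20 µM compound, 1% DMSO; times: two 1 h room-temperature incubations shielded from light; benchmarks: unlabeled CBFb 5 µM, positive control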
# An asterisk follows results filed as active; . = not tested or not shown. Rows are unselected (roughly 3.5% active in at least one column).
NPY-Y1 antag	MDM2 E3 inh	Hck Nef HTS	NPY2 pot ag	RBBP9 inh	Runt-SMMHC FRET	NPY-Y1 PAM-ag	p97 ATPase inh	Runt-CBFb FRET	SMILES
-1.5	-1.4	-0.9	1.7	3.5	2.7	13.3	-2.0	-0.9	Cc1ccc(S(=O)(=O)/N=C(/Nc2c(C)n(C)n(-c3ccccc3)c2=O)c2ccc(Cl)cc2)cc1
.	-67.0	-10.1	-1.8	-7.1	-0.5	14.4	0.6	-3.5	COc1ccccc1CC(=O)NCc1csc(-c2cccs2)n1
5.5	-9.6	2.4	7.9	-6.3	4.0	-1.4	5.8	0.5	CC(=O)Nc1ccc(/C=N/NC(=O)c2cc3ccccc3nc2C)cc1
.	1.1	26.3	-17.0	-6.0	-3.4	-8.8	8.7	6.6	O=c1c(C(c2ccc(Cl)cc2)c2c(O)nc3n(c2=O)CCS3)c(O)nc2n1CCS2
.	-13.8	14.0	10.2	-11.2	-0.7	-8.5	2.6	-1.7	CC(=O)C1=C(O)C(=O)N(c2ccc(S(N)(=O)=O)cc2)C1c1cccc([N+](=O)[O-])c1 (centres undefined)
0.6	-3.3	-6.5	17.7	4.3	2.5	4.5	3.0	1.0	NC(=O)CSCc1ccc(Br)cc1
4.3	-7.1	17.7	-22.0	-3.9	2.1	-19.9	1.7	0.2	C/C(CCc1ccc2c(c1)OCO2)=N\NC(=O)c1ccc(C)cc1C
2.0	-9.9	18.7	4.9	-8.8	.	2.1	-5.0	.	COc1ccccc1NC(=O)C[n+]1ccccc1
15.1	-7.1	12.3	6.0	-4.1	-1.8	16.1	2.1	0.9	Cc1ccc(C(=O)NN2C(=O)C3C4C=CC(C5CC45)C3C2=O)cc1 (centres undefined)
3.2	-7.6	0.7	-8.1	2.4	-0.5	-36.8	3.8	-0.7	N#Cc1ccc(-c2ccccc2)nc1Sc1ccc(F)cc1
-0.6	0.1	18.8	-2.5	-2.1	1.9	-3.3	3.2	-1.2	CCN(CC)C(=O)CSc1nc(C)cc(C)n1
-4.5	-26.7	0.4	-5.2	6.2	-7.2	-6.9	2.1	-1.1	Cc1ccc2[nH]c3c(=O)n(CCN4CCOCC4)cnc3c2c1
1.0	.	-0.7	0.0	3.0	-1.2	14.2	-6.0	1.3	CN(C)CCNC(=O)CNC(=S)N(Cc1ccccc1)Cc1cccnc1
5.7	4.2	29.5	5.3	-7.4	3.2	15.1	1.0	1.1	CCN(c1ccccc1)c1nc(=O)c2cccnc2s1
3.5	-2.3	-1.1	-0.4	-1.0	0.6	16.0	-7.0	-3.3	COC(=O)CCCCCCCCC(=O)Nc1nc2ccccc2s1
3.7	-8.7	2.4	2.5	-8.8	-4.1	10.6	0.4	-6.2	CC(=O)c1cc2c(cc1NC(=O)CN1CCC(Cc3ccccc3)CC1)OCO2
-4.5	-6.0	7.0	11.0	-9.2	-0.4	6.7	-1.0	-0.3	CN(C)c1ccc(C(=S)N2CCN(C(=S)Nc3ccc(Cl)cc3)CC2)cc1
.	-0.2	44.1	-4.9	-9.2	81.2*	-12.6	3.2	37.8	COc1ccc(C(=O)/C=C/Nc2ccc(S(=O)(=O)Nc3nc(C)cc(C)n3)cc2)c(OC)c1
1.1	3.6	-7.2	6.5	-1.9	-4.4	-23.5	-4.3	1.6	COC(=O)c1ccc(CSc2ncnc3c2nnn3-c2ccc(OC)cc2)o1
13.8	-4.0	0.4	-10.4	-2.8	0.5	-29.2	-0.4	-4.7	COc1cccc(-c2nc(OC(C)C)c3ccccc3n2)c1
-2.7	-12.1	-11.3	0.1	-5.2	-3.4	-7.2	2.0	0.9	COc1ccc(OC)c(C2C(C(=O)N(C)C)=C(C)Nc3nc4ccccc4n32)c1 (centres undefined)
0.7	-16.0	-0.2	12.3	-11.8	-8.4	13.0	-0.8	1.2	CCC(=O)N/N=C(\C)CC(=O)Nc1ccc2ccccc2c1
7.2	-7.8	-11.5	-9.5	-5.8	-1.9	-3.0	-8.2	-0.4	O=C(CCOc1ccccc1)NCc1ccccc1
12.3	-32.1	2.1	-8.1	-4.5	3.6	20.1	-0.8	2.8	Cc1[nH]nc(-c2ccc(OCc3cnn(-c4ccccc4)c3)cc2O)c1Oc1ccccc1F
4.4	-13.7	-0.6	-2.0	-0.4	-14.8	-2.8	-0.6	-1.4	NC(=O)COC(=O)CNC(=O)c1ccc(Cl)cc1
-3.0	-92.0	-4.1	-5.0	-8.0	-2.1	0.2	-0.7	-0.3	Cc1ccc(NC(=S)N2CCN(c3ccccn3)CC2)c(C)c1
3.9	-6.0	0.8	-24.4	9.2	1.0	-16.2	-6.0	0.8	COc1cccc(CC2CC(=O)N(CCc3ccc4c(c3)OCO4)C2=O)c1 (centres undefined)
6.9	-8.6	-6.7	-7.8	3.8	4.7	-13.3	-1.5	-0.1	COC(=O)c1c(NS(=O)(=O)c2ccc(C)cc2)sc2c1CCC(C)C2 (centres undefined)
.	-5.4	27.5	.	.	1.4	.	.	-1.2	COCCNC(=O)c1onc(CSc2ccncc2)c1C(=O)NCCOC
-3.0	-20.1	1.2	0.5	-6.2	2.3	-11.2	0.6	1.5	O=S1(=O)C[C@H]2NC(=S)N(c3ccccc3)[C@H]2C1
0.1	-15.3	1.1	-3.6	-14.1	-0.4	-8.7	-0.3	0.2	CCN(CC)C(=O)c1cn(C)c2ccc(S(=O)(=O)N(CC)CC)cc2c1=O
.	.	24.8	2.1	-0.4	-5.6	10.2	6.3	2.0	Cc1nc(CC(=O)N/N=C/c2ccc(OCC(=O)O)cc2)cs1
5.1	-9.7	0.8	-17.1	-3.5	-2.4	-26.9	-5.7	-1.4	CC1CCN(c2c([N+](=O)[O-])nn(-c3ccc4c(c3)OCCO4)[n+]2[O-])CC1
-1.4	-17.1	-0.5	-7.5	-6.3	3.0	13.3	1.7	15.9	CCC(C)NC(=O)CSc1nc2ccsc2c(=O)n1-c1ccc(OC)cc1 (centres undefined)
3.7	5.7	25.2	2.0	5.0	-6.7	15.5	3.6	1.5	O=C(CCc1ccccc1)Nc1ccc(S(=O)(=O)N2CCCC2)cc1
4.2	-30.3	4.6	-0.6	-3.8	9.5	-0.2	-1.4	3.1	CCN(CCCNS(=O)(=O)c1ccc2c(c1)oc(=O)n2C)c1cccc(C)c1
.	-34.0	17.0	-15.1	-1.1	-2.0	2.9	0.9	-0.8	Cc1ccc(-c2nnc(-c3cc(C)on3)o2)cc1
20.0	0.8	53.4*	-20.7	-1.1	-23.3	3.9	2.8	-6.7	Cc1ccc2nc(-c3ccncc3)cc(C(=O)Nc3ccc(OC(F)F)cc3)c2c1
4.5	-32.5	7.8	3.0	-8.2	-3.1	0.5	-4.6	-3.9	CCOC(=O)c1ccc(-n2ncc(C(=O)OCC)c2N)cc1
4.5	-12.7	16.8	-14.5	-11.2	0.9	-31.1	-8.1	-0.1	COc1ccc(C(=O)N2CCC(C(=O)Nc3ccc(C)cc3)CC2)cc1
4.8	-2.5	20.8	15.5	2.1	-19.0	2.3	5.8	-19.3	COc1ccc(-c2cc(-c3ccc(C)cc3)nc(SCc3nnc(-c4ccccc4)o3)c2C#N)cc1OC
-6.1	-50.7	42.7	4.2	-1.5	2.9	10.7	3.0	.	COc1cc(OC)c(NC(C)C(=O)NCc2ccccc2)cc1Cl (centres undefined)
-1.5	-7.7	0.9	-5.2	-3.8	0.4	5.0	0.1	-1.5	Cc1cccc(OCc2nnc(N)s2)c1C
-0.5	-1.9	-0.2	-1.4	0.3	5.1	-0.2	1.4	-0.8	NC(=O)C1CCN(C(=O)CSc2nc3ccccc3o2)CC1
-4.0	2.3	33.7	4.1	-4.3	13.8	17.4	4.9	7.7	CCN(Cc1ccncc1)Cc1c(O)ccc2cc(Br)ccc12
-1.0	-11.9	0.9	-6.0	-5.8	-58.6	14.4	2.9	-37.8	CCOC(=O)/C=c1\s/c(=C\c2ccc(C(F)(F)F)cc2)c(=O)n1CC(=O)NCc1ccco1
-3.4	-4.1	4.4	5.3	-11.4	-3.3	-4.5	6.6	-2.4	CCCN(CCC)CCCNC(=O)CCNS(=O)(=O)c1ccc(Br)cc1
5.4	-2.0	19.1	10.4	6.0	2.6	3.5	5.6	2.2	COc1ccc(CN(CC(=O)NCc2ccccc2)C(=O)c2csnn2)cc1
7.7	-4.5	15.7	-9.2	-1.7	0.2	-12.9	-3.7	0.0	CCOC(=O)C1CCCN(c2c(C(=O)c3ccccc3)cnc3ccc(OC)cc23)C1 (centres undefined)
0.1	0.6	5.1	7.1	3.6	-0.3	-1.7	4.5	2.7	CC(=O)c1cccc(NC(=O)N2CCN(S(C)(=O)=O)CC2)c1

# Next section.
NPY-Y1 antag	MDM2 E3 inh	Hck Nef HTS	NPY2 pot ag	RBBP9 inh	Runt-SMMHC FRET	NPY-Y1 PAM-ag	p97 ATPase inh	Runt-CBFb FRET	SMILES
2.7	-4.1	3.0	-2.8	1.5	0.4	5.1	-0.1	.	O=[N+]([O-])c1c(Nc2ccccc2O)ccc2nonc12
-4.0	-14.0	12.5	-25.8	-8.2	1.4	-17.4	7.9	-0.2	CCn1c(N2CCN(C(=O)/C=C/c3ccccc3)CC2)nc2ccccc21
.	-11.9	7.9	.	.	1.5	.	.	-0.2	COc1cccc(C(=O)Nc2nnc(-c3ccc(Cl)cc3)o2)c1
-4.5	.	1.2	-20.4	7.1	-0.8	-0.5	-1.3	-1.8	CCO[C@H]1OC(C(=O)NCc2ccccc2)=C[C@@H](c2coc3ccccc3c2=O)[C@@H]1CCCO
.	-5.0	-0.4	5.5	-14.1	0.4	11.6	-2.3	-1.1	Nc1nnc(-c2cn(-c3ccccc3)nc2-c2ccc(Cl)cc2)o1
.	-44.1	5.9	-19.5	-4.4	-2.3	-1.6	-3.0	-1.1	COc1cc(/C=C/c2cc(C(=O)O)c3ccccc3n2)ccc1OC(F)F
1.1	-11.3	0.7	-2.3	-7.2	2.7	-4.8	-0.5	-0.2	O=C(COc1ccc(S(=O)(=O)N2CCCC2)cc1Cl)NC1CC1
.	-15.5	14.9	-20.4	-6.7	0.5	-5.3	-1.8	1.8	Cc1ccc(NC(=O)Nc2cccc(C)n2)c(C)c1
